Screening data deposited in PubChem BioAssay by National Center for Advancing Translational Sciences (NCATS).
KDM5B inh – Primary screen for KDM5B Histone Demethylases FDH-coupled qHTS | Lysine-specific demethylase 5B (Homo sapiens), Q9UGL1 | KDM5B demethylase, FDH-coupled NADH fluorescence (FDH is formaldehyde dehydrogenase) | Potency, µM (series often up to 57.7 µM), for the others: at the highest dose activity change, negative = inhibition, actives largely listed as inhibitors | 2.6% of 220,000 active; active means well fitted inhibition curve with a large enough effect; inconclusive means small, poorly fitted or top-dose-only effect; inactive means no such curve, though single readings can be large or run the other way; further: 0% is about no effect; nearly all actives have a fitted effect of over 70% in size
Target sequence (Q9UGL1 whole entry, looked up): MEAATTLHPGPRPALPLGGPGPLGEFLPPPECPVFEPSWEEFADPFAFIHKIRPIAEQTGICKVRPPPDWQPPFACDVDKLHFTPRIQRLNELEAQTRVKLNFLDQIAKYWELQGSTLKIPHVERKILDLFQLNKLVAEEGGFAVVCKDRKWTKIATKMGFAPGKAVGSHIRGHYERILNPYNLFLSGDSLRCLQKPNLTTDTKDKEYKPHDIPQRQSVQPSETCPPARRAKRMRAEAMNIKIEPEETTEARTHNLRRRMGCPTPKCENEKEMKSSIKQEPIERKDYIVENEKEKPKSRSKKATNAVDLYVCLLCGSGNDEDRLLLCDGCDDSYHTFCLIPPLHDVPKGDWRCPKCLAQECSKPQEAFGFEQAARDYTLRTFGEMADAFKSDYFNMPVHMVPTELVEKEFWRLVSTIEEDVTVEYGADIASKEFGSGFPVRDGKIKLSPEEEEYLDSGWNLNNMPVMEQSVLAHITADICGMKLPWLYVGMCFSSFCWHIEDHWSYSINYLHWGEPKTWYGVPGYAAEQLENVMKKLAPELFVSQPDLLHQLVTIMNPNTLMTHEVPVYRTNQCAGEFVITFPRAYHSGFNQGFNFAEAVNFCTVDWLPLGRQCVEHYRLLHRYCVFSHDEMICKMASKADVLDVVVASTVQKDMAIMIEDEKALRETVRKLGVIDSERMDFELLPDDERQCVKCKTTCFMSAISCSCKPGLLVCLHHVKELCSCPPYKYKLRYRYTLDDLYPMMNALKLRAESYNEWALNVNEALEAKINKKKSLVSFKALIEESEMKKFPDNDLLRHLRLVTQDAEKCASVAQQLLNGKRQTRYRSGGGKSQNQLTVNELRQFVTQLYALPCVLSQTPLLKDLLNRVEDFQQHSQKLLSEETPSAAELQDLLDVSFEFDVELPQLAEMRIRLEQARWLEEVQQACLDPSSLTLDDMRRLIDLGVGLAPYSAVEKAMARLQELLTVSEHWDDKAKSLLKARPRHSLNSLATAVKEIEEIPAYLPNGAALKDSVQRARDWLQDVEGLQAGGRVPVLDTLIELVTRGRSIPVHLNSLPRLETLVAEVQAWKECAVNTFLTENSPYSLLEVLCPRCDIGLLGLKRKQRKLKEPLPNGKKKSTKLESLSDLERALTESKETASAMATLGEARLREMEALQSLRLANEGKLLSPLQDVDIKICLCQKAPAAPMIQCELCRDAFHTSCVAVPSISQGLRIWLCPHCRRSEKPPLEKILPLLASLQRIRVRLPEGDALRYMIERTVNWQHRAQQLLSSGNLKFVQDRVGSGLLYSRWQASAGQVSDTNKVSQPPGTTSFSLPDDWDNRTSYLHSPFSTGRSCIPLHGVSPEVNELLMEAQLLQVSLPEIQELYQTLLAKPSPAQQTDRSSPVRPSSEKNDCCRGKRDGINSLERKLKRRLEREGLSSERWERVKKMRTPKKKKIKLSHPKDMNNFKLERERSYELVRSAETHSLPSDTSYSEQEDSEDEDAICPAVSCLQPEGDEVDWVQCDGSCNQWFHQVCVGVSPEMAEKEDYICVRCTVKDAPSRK
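qHTS format, multiple compound concentrations. Buffer 50 mM HEPES pH 7.5/0.01% Tween-20; 200 nM KDM5BΔAP final; 10 min compound preincubation; substrate-mix levels 12.5 µM peptide, 25 µM α-KG, 0.25 mM NAD⁺; 30 min RT; ΔRFU.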
* = called active by the depositor; i = inactive; ? = inconclusive; & = joins results of further samples; [ ] = remark or other dose. Potency means the concentration at half of the fitted maximal effect.

mol	KDM5B inh
CC(CNC(=O)CCCNC(=O)C1CC1)c1ccccc1 (centres undefined)	8%
Cn1ccnc1CN1CCN(CC2(O)CCNC2)CC1 (centres undefined)	-3%
COCCNC(=O)C[C@@H]1O[C@H](Cn2cc(CN(C)Cc3ccccc3)nn2)[C@@H](O)[C@H]1O	?
Cc1ccc(-c2nnc(C3CN(C(=O)c4ccccc4)CC34CCOCC4)o2)cc1 (centres undefined)	-1%
Cc1cc2nc(NC3=NCN(CCO)CN3)nc(C)c2cc1C	?
CCCCOc1ccc2c(-c3ccccc3)cc(=O)oc2c1C	11%
Cc1ccc(C(=O)N2CCC(C(N)=O)CC2)cc1NC(=O)c1nsc2ccccc12	1%
Fc1ccc(CCNc2ncnc3nc[nH]c23)cc1	-3%
Cc1cccc(CNC(=O)CN2CC(C)Sc3ccccc32)c1 (centres undefined)	12%
Cc1ccc2oc(-c3ccc(Cl)cc3)nc2c1	16%
CCc1ccc(NC(=O)Cn2c(=O)n(CCc3ccccc3)c(=O)c3sc4ccccc4c32)cc1	?
CCc1nnc(CNC(=O)c2cn(CCN3CCNCC3)nn2)s1	-10%

A different layout for some results above.
COCCNC(=O)C[C@@H]1O[C@H](Cn2cc(CN(C)Cc3ccccc3)nn2)[C@@H](O)[C@H]1O
  KDM5B inh = ?

Cc1ccc2oc(-c3ccc(Cl)cc3)nc2c1
  KDM5B inh = 16%

CCCCOc1ccc2c(-c3ccccc3)cc(=O)oc2c1C
  KDM5B inh = 11%

Cc1cc2nc(NC3=NCN(CCO)CN3)nc(C)c2cc1C
  KDM5B inh = ?

New compounds follow:
mol	KDM5B inh
COc1cccc(CNC(=O)Cn2c(=O)n3nc(-c4cccc(C)c4)nc3c3ccccc32)c1	-7%
CCN(CC)C(=S)SCC(=O)Nc1ccc(N(CC)C(C)C)cc1	17%
COc1ccc(N2CCN(CC(O)COc3ccccc3C(C)(C)C)CC2)cc1 (centres undefined)	?
c1ccc(CSc2ccc(Oc3ccc(SCc4ccccc4)cc3)cc2)cc1	-14%
COC(=O)c1c(C)[nH]c(C(=O)c2oc3ccc(OC)cc3c2C)c1C	13%
COc1ccc(C(=O)Nc2ccc3c(c2)CN(Cc2ccc(OC)cc2OC)C(=O)C(C)O3)cc1 (centres undefined)	81%[activator]
Cc1ccc(CN(C)CC(=O)NC(=O)NC(C)(C)C)cc1	-12%
CCc1ccc(C(=O)N2CCC(c3nc(-c4ccc(S(=O)(=O)N5CCCC5)cc4)no3)CC2)cc1	-7%
O=C(c1ccsc1)N1CCC(Oc2ccccc2-c2nc(C3CC3)no2)C1 (centres undefined)	?
O=C(Nc1ccc(Cl)cc1)C(=O)Nc1cccc(S(=O)(=O)NC2=NCCC2)c1	-4%
O=C1[C@H]2CN(Cc3cccc(F)c3F)C[C@H]2C(=O)N1Cc1ccc2c(c1)OCO2	3%
CCC(=O)N(Cc1cc(=O)[nH]c2ccccc12)c1ccccc1OC	-11%

mol	KDM5B inh
Cn1cc(C(=O)N2CCCC(Cc3noc(-c4cccnc4)n3)C2)cn1 (centres undefined)	-5%
N#C/C(=C/c1cccc([N+](=O)[O-])c1)C(=O)Nc1ccccc1O	?
Cc1ccc(NS(=O)(=O)c2ccc(OCC(=O)NCc3ccc4c(c3)OCO4)cc2)cc1	-18%
O=c1[nH]c2ccccc2cc1CN(CC1CCCO1)S(=O)(=O)c1ccc(Cl)cc1 (centres undefined)	?
Cc1ccc(NC(=S)NC(NC(=O)C(C)C)C(Cl)(Cl)Cl)cc1 (centres undefined)	24%
COc1ccc(C(=O)N2CCCC2)c(OC2CCN(C(=O)C3C=CCN3)CC2)c1 (centres undefined)	-23%
COc1cc(/C=C/C(=O)OC2CCC(C(C)(C)C)CC2)cc(OC)c1OC (centres undefined)	22%
Cc1c(C(=O)Nc2cccc(C(F)(F)F)c2)sc2c1C(c1cccc(O)c1)CC(=O)N2 (centres undefined)	?
Cc1ccccc1CNC(=O)Cn1nc(C)c2nn(-c3ccc(Cl)cc3)c(C)c2c1=O	-22%
C[C@@]1(O)CCN(Cc2ccc(Br)o2)C[C@H]1N1CCCC1	?
CN(CC(=O)N1CCNCC(C(=O)O)C1)Cc1ccncc1 (centres undefined)	-18%
Cc1cccc(-c2nc(SCC(=O)N3CCc4ccccc43)c3c(=O)n(C)c(=O)n(C)c3n2)c1	8%

mol	KDM5B inh
Cc1nn(-c2ccc(F)cc2)c(C)c1CNC(=O)C1NCCc2[nH]cnc21 (centres undefined)	13µM*
CCc1ccc(NCc2cc3cc(OC)c(OC)cc3n(CC(=O)Nc3ccc(F)cc3)c2=O)cc1	?
Cc1cccc(NC(=O)c2cc(-c3cccnc3)nc3c(C)cccc23)n1	?
COC(=O)c1ccc(OC(=O)/C=C/c2ccc(Br)o2)cc1	-7%
Cc1ccccc1-c1noc(-c2ccc(N3CCN(c4ccccc4)CC3)c([N+](=O)[O-])c2)n1	-13%
Cc1nc(N2CCN(C(=O)c3ccc(C)s3)CC2)cc(C(F)(F)F)n1	-15%
Cc1ccc2c(=O)cc(C(=O)NCC(c3ccc(C)o3)N3CCC(C)CC3)oc2c1 (centres undefined)	12%
COc1ccccc1-c1cc2c(ccn2C)c(C(=O)NCc2cccnc2)n1	i
COC(=O)C(C)Sc1nc(C)c2cc(C)ccc2n1 (centres undefined)	7%
COc1ccccc1NC(=O)C1CCN(S(=O)(=O)c2ccc3[nH]c4c(c3c2)CCCCC4)CC1	?
Cn1c(=O)[nH]c(=O)c2c1nc(N1CCN(Cc3ccccc3F)CC1)n2CCc1ccccc1	10%
Cc1ccccc1NC(=O)C(C)Sc1ccccc1 (centres undefined)	-2%

mol	KDM5B inh
Cc1oc2ccc(NS(=O)(=O)c3ccc(F)cc3)cc2c1C(=O)O	26%&-44%
COc1ccc(C(=O)N2CC[C@H]3NC(=O)N(c4ccc(Oc5ccccc5)cc4)C(=O)[C@H]32)cc1	-9%
COc1ccc2c(c1)c1c(c(=O)n(Cc3ccccc3)c(=O)n1CC(=O)NCc1ccccc1Cl)n2C	?
COc1ccc(NC(=O)C(CC(C)C)N2Cc3ccccc3C2=O)cc1Cl (centres undefined)	0%
CC(CC(=O)N(C)C1CCN(C)CC1)c1ccc(F)cc1 (centres undefined)	15%
CCC(C)NC(=O)COC(=O)c1nn(-c2ccccc2)cc1OC (centres undefined)	?
COc1cccc(-c2noc(-c3ccc(-c4ccc(O)cc4)nc3)n2)c1OC	i
O=C(c1cccc(Cn2cc(C(F)(F)F)cc(Cl)c2=O)c1)N1CCCCC1	10%
Nn1c(SC(C(=O)Nc2ccc(F)cc2)c2ccccc2)nnc1-c1ccco1 (centres undefined)	-2%
Cc1cc(NC(=O)c2ccc(Cl)c([N+](=O)[O-])c2)no1	0%
COc1cccc2cc(-c3nnc(SCC(=O)c4ccc(F)cc4)n3C)oc12	2%
CCCC(=O)Nc1ccc2oc(-c3cccc(Cl)c3)nc2c1	?

Molecule	KDM5B inh
CN(C)C(=O)CCc1c(-c2ccc(F)cc2)[nH]c2ccccc12	?
O=C1c2cc(N3CCOCC3)nc(-c3ccccc3F)c2CN1CC(F)(F)F	32µM*
CC(CCc1ccc(O)cc1)N1CCC(Oc2ccc(C(=O)N3CCCC3)cc2)CC1 (centres undefined)	-6%
O=C(NCc1ccc(Br)cc1)c1n[nH]c2c1CCCC2	-21%
CCNc1cc(N2CCC(CCC(=O)N3CCOCC3)CC2)ncn1	2%
Cc1ccc(-c2noc(-c3ccc(Br)cc3)n2)s1	9%
C[C@@H](NC(=O)C[C@@H]1c2nc(NC(=O)CC(C)(C)C)sc2C[C@@H]2[C@](C)(CO)[C@H](O)CC[C@]21C)c1ccccc1	-14%
COc1ccccc1C(=O)NCc1ccnc2[nH]ccc12	?
Cn1c(Sc2cc(-c3ccccc3)c3ccccc3n2)nnc1-c1ccc(F)cc1	?
Cc1ccc2[nH]c(C(=O)OCC(=O)N(c3ccccc3)C(C)C)cc2c1	?
CN(CC1CCOCC1)C(=O)c1ccc(F)c(F)c1	4%
Cn1nc(C2CCN(C(=O)c3ccccc3)CC2)c2c1CCOC2	14%

Molecule	KDM5B inh
CCCn1nc(C(=O)OCC(=O)NC(=O)NC(C)C)c2ccccc2c1=O	5%
O=C1CCN(C(=O)c2ccco2)CCOCCN1	13%
Cc1cc(C)cc(NC(=O)c2c(C)oc3ncnc(N4CCCCC4)c23)c1	4%
CCOC(=O)c1c(NC(=O)c2ccccc2C)sc2c1CCCC2	?
CCOc1ccc(N(C(C)C(=O)N(Cc2ccccc2)Cc2ccccc2)S(C)(=O)=O)cc1 (centres undefined)	-17%
O=C([C@@H]1C[C@H](F)CN1C(=O)NCc1ccccc1)N1CCCCC1	-9%
COC(=O)[C@@H]1Cc2ncn(C(C)C)c2CN1C(=O)c1ccc(C(F)(F)F)cc1	?
COc1ccc(-n2nc(C(=O)N3CCN(c4cccc(C)c4C)CC3)c3c4ccccc4n(C)c3c2=O)cc1Cl	-10%
COCc1nc(-c2ccc(OC3CN(C(=O)NCc4ccccc4)C3)cc2)no1	1%
Cc1ccc(C(=O)N2CCN(c3ccc(F)cc3)CC2)cc1S(=O)(=O)N1CCCCC1	19%
COc1ccc(CN2CC[C@H](CNC(=O)C3CC3)[C@H](N(C)C)C2)c(OC)c1	-12%
Cc1ccc(N2CC(C(=O)N3CCN(c4cccc(C(F)(F)F)c4)CC3)CC2=O)cc1 (centres undefined)	-5%

Part of the list above in another layout.
COc1ccc(-n2nc(C(=O)N3CCN(c4cccc(C)c4C)CC3)c3c4ccccc4n(C)c3c2=O)cc1Cl
  KDM5B inh = -10%

COCc1nc(-c2ccc(OC3CN(C(=O)NCc4ccccc4)C3)cc2)no1
  KDM5B inh = 1%

Cc1ccc(C(=O)N2CCN(c3ccc(F)cc3)CC2)cc1S(=O)(=O)N1CCCCC1
  KDM5B inh = 19%

COc1ccc(CN2CC[C@H](CNC(=O)C3CC3)[C@H](N(C)C)C2)c(OC)c1
  KDM5B inh = -12%

The results go on.
Molecule	KDM5B inh
CCCc1ccccc1OCC(=O)c1ccc2c(c1)N(CC(=O)N1CCOCC1)C(=O)CO2	-16%
CCc1ccc(C(=O)NC2CCN(c3cnn(CC)c(=O)c3)CC2)cc1	-14%
COc1cccc(-n2c(=O)c3sc4ccccc4c3n(CC(=O)Nc3ccc(F)cc3F)c2=O)c1	?
CCOc1ccc(C(=O)N2CCC3(CC2)C(=O)N(CC)c2ccccc23)cc1OCC	-6%
CC(C)CC(=O)n1nc(-c2ccco2)nc1NCc1cccs1	?
Cc1nn2c(c1-c1ccnn1C(C)C)N(C(=O)COc1ccccc1C(N)=O)CCC2	-17%[86.2 µM]
O=C(Cn1nc2c(cc1=O)CCCC2)N1CCc2c([nH]c3ccccc23)C1	?
Cc1ccc(-c2noc(-c3cccnc3N(C)Cc3ccc(Cl)cc3)n2)cc1	?
Cc1ccc(-c2nnc([C@H]3CCN(C(=O)COc4ccccc4)C3)o2)cc1	-19%[86.2 µM]
CC1=C([N+](=O)[O-])C(c2ccc(O)c(O)c2)NC(=O)N1 (centres undefined)	?
Cc1ccccc1C(=O)NCc1nc(-c2ccc(Cl)cc2)no1	-1%
COc1ccc(-n2c(=O)c3ccc(C(=O)NCc4ccc(C)cc4)cc3n(CC(=O)Nc3ccc(F)cc3)c2=O)cc1	-28%

Molecule	KDM5B inh
CN(C)CCNC(=S)NC1CCCCC1	-1%
Cc1cc(CNC(=O)[C@@H]2CCC[C@@H](NC(=O)c3ccc(C#N)cc3)CN(C)C(=O)C2)no1	22%
Cc1cc(N2CCC3(CCCN(C)C3=O)C2)c2ccccc2n1 (centres undefined)	20%
CCCN(CCC)Cc1c(C(=O)N/N=C/c2ccc(C)o2)nnn1-c1nonc1N	-40%
O=C(c1cncc(Br)c1)N1CCC(n2c(=O)[nH]c3ccccc32)CC1	0%
O=C(N[C@@H]1CCN(Cc2cccc3nonc23)C[C@H]1O)c1cccnc1	2%
CCOC(=O)c1c(-c2ccc(OC)c(OC)c2)csc1NC(=O)CNC(C)(C)C	-14%
CN1C[C@H](NCc2ccc(F)cc2)CCC[C@@H](C(=O)NC2CC2)CC1=O	20%[86.2 µM]
CNC(=O)[C@@H]1C[C@H](Oc2ccccc2)CN1C(=O)COc1ccc(F)cc1	0%
CC(=O)N1CCc2cc(S(=O)(=O)NC(CC(C)C)C(=O)NCc3ccccc3)ccc21 (centres undefined)	-1%
O=C1[C@@H]2C[C@@H](CN2C(=O)C2CC2)Oc2ccccc2N1Cc1ccccc1	15%[86.2 µM]
Cc1nnc(CSc2nnc(Nc3ccccc3C)s2)o1	-16%

Molecule	KDM5B inh
O=C(CC1CCOCC1)NCC1CCN(Cc2ccccc2F)CC1	-28%
O=C(C1CC(=O)N(c2ccc(F)c(Cl)c2)C1)N1CCc2c(nc[nH]c2=O)C1 (centres undefined)	-1%
CCCCC(CC)CNC(=O)c1ccc2c(=O)n(Cc3ccc(OC)cc3)c(=O)[nH]c2c1 (centres undefined)	2%
Cc1ccc(CS(=O)(=O)c2ncc(Cl)c(C(=O)Nc3nnc(C(C)C)s3)n2)cc1	16%
CC(C)[C@@H]1NC(=O)[C@H]2C[C@@]3(C)c4ccccc4N[C@H]3N2C1=O	-3%
O=c1c2ccccc2nc2n1C(CBr)CN2 (centres undefined)	10%
O=C1CC2(CCCCC2)C(=O)N1Cc1ncc(-c2ccccc2)o1	-20%

This is a subset; rates above refer to the full screens.
